Screening results deposited in PubChem BioAssay by The Scripps Research Institute Molecular Screening Center.
TAAR1 antagonist – antagonists of human TAAR1. 360,000 compounds, 1.5% hits. CHO RD-HGA16 TAAR1, Fluo-8 calcium fluorescence, antagonist. Q96RJ0. inhibition, % at 3 µM;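 active = inhibition above a per-plate cutoff, the mean inhibition of test compounds on that plate plus 3 SD, cut at about 49% in these data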;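 note: 0% = DMSO plus EC80 beta-PEA response and 100% = DMSO alone without agonist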
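Test system: RD-HGA16 CHO cells with stable hTAAR1 and Gα16 / Probe or stimulus: EC80 β-phenethylamine stimulus / Times: seeding 17-24 h prior, 75-min 37 °C, 30-min RT dye loading / Detection: Fluo-8 calcium-sensitive fluorescence / Read-out basis: % inhibition scaled between DMSO and EC80 PEA controls / Repeats: singlicate, one well per test compound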
OXTR agonist – activates the human oxytocin receptor; P30559; CHO-OTR cells, Fluo-8 calcium fluorescence; normalized: DMSO 0%, oxytocin 100%; activation, % at 3 µM; 320,000 compounds, 0.32% hits; AID 2435;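 active = activation above the mean of all tested compounds plus 3 SD, cutoff set per screening run, cut at about 20% in these data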;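 note: peak over basal fluorescence ratio from a 100 s FLIPR kinetic read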
Target sequence (P30559 whole entry, looked up): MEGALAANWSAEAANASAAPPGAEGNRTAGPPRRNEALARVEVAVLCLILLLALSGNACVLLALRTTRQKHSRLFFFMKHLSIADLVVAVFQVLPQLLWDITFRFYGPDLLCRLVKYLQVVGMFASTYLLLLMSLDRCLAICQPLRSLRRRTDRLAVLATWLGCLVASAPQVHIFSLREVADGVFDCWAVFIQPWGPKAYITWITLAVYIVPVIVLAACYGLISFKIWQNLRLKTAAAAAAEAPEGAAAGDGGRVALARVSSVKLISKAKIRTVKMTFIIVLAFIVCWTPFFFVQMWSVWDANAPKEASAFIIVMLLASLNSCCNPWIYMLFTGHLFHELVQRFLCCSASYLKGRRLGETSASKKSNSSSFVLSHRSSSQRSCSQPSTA
CHRM1 agonist – activates human CHRM1 receptor; CHO-K1 hM1, Fluo-8 calcium fluorescence, agonist mode; 0% DMSO, 100% acetylcholine EC100; activation, % at 3 µM; 360,000 compounds, 0.33% hits; AID 588814;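 active = activation above the run's mean compound activation plus 3 SD, cut at about 16% in these data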;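 note: peak over basal fluorescence ratio within a 140 s kinetic read after compound addition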
M1 antag – blocks human M1 muscarinic receptor; P11229; CHO-K1 hM1, Fluo-8 calcium fluorescence, ACh EC80 antagonist; inhibition, % at 3 µM; 360,000 compounds, 1.3% hits; AID 588852;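 active = percent inhibition above its own plate's cutoff, namely the mean of that plate's compound wells plus 3 SD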;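 note: peak over basal fluorescence ratio during 140 s after agonist addition; 0% = ACh EC80 plus DMSO and 100% = DMSO alone without agonist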
V1R ag counter – counter-screen for oxytocin receptor agonists: human V1a receptor agonists. P37288. activation, % at 3 µM. 320,000 compounds, 0.25% hits. CHO-V1R cells, Fluo-8 calcium fluorescence, agonist mode; 0% DMSO, 100% 3 nM vasopressin;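 active = activation above the mean activation of all tested compounds plus 3 SD, per screening run, cut at about 20% in these data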;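 note: signal is peak over basal fluorescence ratio across a 100 second FLIPR read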
Target sequence (P37288 whole entry, looked up): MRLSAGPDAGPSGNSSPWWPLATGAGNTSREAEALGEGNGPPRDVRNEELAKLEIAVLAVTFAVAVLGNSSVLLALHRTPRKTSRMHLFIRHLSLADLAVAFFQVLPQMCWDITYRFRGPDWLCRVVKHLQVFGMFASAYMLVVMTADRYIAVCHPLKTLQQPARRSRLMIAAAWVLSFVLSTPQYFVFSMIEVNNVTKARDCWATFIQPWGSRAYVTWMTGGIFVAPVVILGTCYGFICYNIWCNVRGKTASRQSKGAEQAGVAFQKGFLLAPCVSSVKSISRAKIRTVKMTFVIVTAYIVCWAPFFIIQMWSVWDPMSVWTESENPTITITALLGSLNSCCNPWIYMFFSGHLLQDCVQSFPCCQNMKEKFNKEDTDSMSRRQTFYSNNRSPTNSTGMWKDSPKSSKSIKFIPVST
M1 PAM – human CHRM1 positive allosteric modulation | P11229 | CHO-K1 hM1, Fluo-8 calcium fluorescence, ACh EC20; 0% = ACh EC20, 100% = maximal ACh | activation, % at 3 µM | 360,000 compounds, 0.088% hits; in the data active = activation above about 19%, passing the limit was not always enough
TAAR1 agonist – human TAAR1 agonism; CHO RD-HGA16 TAAR1, Fluo-8 calcium fluorescence; vehicle wells 0%, saturating PEA agonist 100%; AID 624467; activation, % at 3 µM; 360,000 compounds, 0.99% hits; Q96RJ0;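 active = activation above the mean activation of all test compounds in the run plus 3 SD, cut at about 38% in these data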
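Assay system: CHO-derived RD-HGA16 cells with stable Gα16 and human TAAR1; timing: 17-24 h seeding, 75 min 37 °C dye, 30 min RT; read-out: % activation from peak over basal fluorescence ratio, DMSO-to-PEA scaled; measured by: kinetic Fluo-8 calcium fluorescence; benchmarks: low control DMSO, high control PEA (EC100); doses: 3 µM single concentration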
CHO parental Ca – counter-screen: ATP calcium response change in parental CHO cells | inhibition, % at 5.6 µM | 330,000 compounds, 0.63% hits | parental CHO-K1, ATP-induced calcium, Fluo-8 fluorescence;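 active = inhibition above that plate's mean sample inhibition plus 3 SD, cut at about 26% in these data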;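 note: 0% = ATP-challenged DMSO wells and 100% = DMSO wells without ATP; some compounds past the cut are filed as inactive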
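test system = CHO parental line | reagent = ATP stimulus | measured by = intracellular calcium via Fluo-8 no-wash fluorescent dye | control set = ATP and no-ATP DMSO wells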
OXTR potentiate – potentiators of human oxytocin receptor | 320,000 compounds, 0.061% hits | CHO-OTR cells, Fluo-8 calcium fluorescence, potentiator mode; 0% = oxytocin EC15, 100% = EC100 | P30559 | activation, % at 3 µM;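 active = activation above that plate's cutoff, the mean activation of tested compounds plus 3 SD, cut at about 6.6% in these data, passing the limit was not always enough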;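 note: 100% uses oxytocin at 75 nM as the full agonist control; some results filed as inactive read as strong as hits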
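assay system = CHO-OTR cells, human receptor | schedule = compound 6 min at room temperature before oxytocin, 100 s read | detection = Fluo-8 intracellular calcium fluorescence, ex 470-495, em 515-575 nm | evaluation = normalized max/min fluorescence ratio, % activation | control set = EC15 oxytocin alone as 0%, 75 nM oxytocin (EC100) as 100%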
The depositor's hits bear a star; x = no result given. No enrichment for hits; 3.7% or so of the library scored in one or more.

molecule	TAAR1 antagonist	OXTR agonist	CHRM1 agonist	M1 antag	V1R ag counter	M1 PAM	TAAR1 agonist	CHO parental Ca	OXTR potentiate
N#C/C(=C\c1cc([N+](=O)[O-])c(N2CCOCC2)cc1N1CCOCC1)c1nc2ccccc2[nH]1	1	1.6	-2	-12	0.7	-8	7	1	-11
Cc1ccc(OCC(=O)N(c2ccccn2)C2CCCCC2)c(C)c1	-13	-1.7	-6	7	3.5	-8	0	-22	-2
NC(=O)c1nn(-c2ccccc2)nc1NC(=O)CN1CCCCC1	-2	-1.4	-5	1	-1.2	6	8	-9	1
CCOc1cc(N2CCOCC2)c(OCC)cc1NC(=O)C(C)Oc1ccccc1 (stereo not drawn)	14	-1.8	-3	8	-1.8	-4	0	-30	-5
N#C/C(Cn1c[n+](NC(=O)Nc2ccccc2)cn1)=N/O	-3	0.7	0	-10	0.8	10	21	-8	-8
COc1cccc(NC(=O)CCNC(=O)C2CCN(S(=O)(=O)c3ccc(F)cc3)CC2)c1	-9	-0.9	-2	-15	-0.6	6	2	-10	0
N#CCCn1cc(/C=N/O)c(-c2ccc(F)cc2)n1	-27	1.1	-2	-25	0.4	6	7	-15	-1
CCCc1cc(=O)[nH]c(SCC(=O)N2CCc3cc(OC)c(OC)cc3C2)n1	-8	-0.3	1	-7	-0.1	16	15	-5	2
Cc1ccc(CS(=O)Cc2ccc(C(=O)NC3CCCC(C)C3C)o2)cc1 (stereo not drawn)	-54	-0.7	-4	-12	0.9	12	9	-15	-3
CCOc1ccc(C(=O)N[C@H](C(=O)Nc2cccc(S(=O)(=O)N3CCCCC3)c2)C(C)C)cc1	-21	-2.4	-6	8	1.4	-3	-1	-25	-11
Cc1ccc(S(=O)(=O)N(C)C)cc1NC(=O)COC(=O)c1n[nH]c(=O)c2ccccc12	-30	-0.7	-3	-14	0.5	10	2	-6	1
COc1ccc(C(=O)O)cc1NS(=O)(=O)c1cccc2nsnc12	-16	0.4	-2	-28	1.2	3	14	-15	-10
Cc1ccc(-c2ccc(CN3C(C(C)C)C(=O)N(Cc4cn(Cc5ccco5)nn4)CCS3(=O)=O)cc2)cc1 (stereo not drawn)	8	x	-1	-6	x	7	0	x	x
O=c1cc(-c2cccs2)oc2ccc(Cl)cc12	1	-2.2	-5	-10	-1.5	3	10	-12	-3
CCCN1CCC(NC(=O)Nc2ccc(Br)cc2)CC1	13	0.9	-10	-10	1.4	17	24	-3	-9
Cc1cc(NC(=O)c2cc(C)on2)n(-c2ccccc2)n1	4	-0.9	-8	0	-0.2	6	3	-4	-3

An excerpt from above in order of molecular weight, high to low.
molecule	TAAR1 antagonist	OXTR agonist	CHRM1 agonist	M1 antag	V1R ag counter	M1 PAM	TAAR1 agonist	CHO parental Ca	OXTR potentiate
Cc1ccc(S(=O)(=O)N(C)C)cc1NC(=O)COC(=O)c1n[nH]c(=O)c2ccccc12	-30	-0.7	-3	-14	0.5	10	2	-6	1
COc1ccc(C(=O)O)cc1NS(=O)(=O)c1cccc2nsnc12	-16	0.4	-2	-28	1.2	3	14	-15	-10
CCCN1CCC(NC(=O)Nc2ccc(Br)cc2)CC1	13	0.9	-10	-10	1.4	17	24	-3	-9

(continued)
molecule	TAAR1 antagonist	OXTR agonist	CHRM1 agonist	M1 antag	V1R ag counter	M1 PAM	TAAR1 agonist	CHO parental Ca	OXTR potentiate
COc1ccc(C/C(C)=N/NC(=O)c2ccc(C)cc2C)cc1	7	-1.2	-6	-5	0.1	13	1	-4	-8
O=C(N/N=C/C(Br)=C\c1ccccc1)c1ccc2nc[nH]c2c1	54*	-1.7	-3	13	0.4	-9	9	-22	-5
Cc1cc(CNC(=O)c2cccc([N+](=O)[O-])c2C)c2ccccc2n1	9	14	5	35	7.2	-9	10	18	-13
COc1cccc(Nc2ccc(N3CCCCC3)cc2)c1OC	5	1.3	-6	13	0.9	-13	19	-18	-3
COc1ccc(-n2nc(N)c3c(=O)oc(N(C)C)nc32)cc1	-2	-1.7	-6	-2	-1.1	6	0	-6	4
C[C@@H]1CN([C@@H](C)CO)C(=O)CCCn2cc(nn2)CO[C@H]1CN(C)S(=O)(=O)c1ccccc1F	10	x	-5	-8	x	6	-1	x	x
Cc1cc(C)cc(Cn2c3ccc(NC(=S)NC4CCCCC4)cc3c(=O)n2C)c1	-26	x	-6	-1	x	-3	5	x	x
Cc1ccc(NC(=O)COC(=O)c2ccc(C)c(S(=O)(=O)N3CCOCC3)c2)cc1	-10	x	-3	-3	x	-1	0	x	x
Cn1c(/C(C#N)=C(\O)c2ccccc2Cl)nc2ccccc21	-21	-0.7	-2	-17	0.5	5	-1	-12	-9
COc1ccccc1-n1c(SCC(=O)NCC2CCCO2)nc2c([nH]c3ccccc32)c1=O (stereo not drawn)	-2	-1.3	-3	-11	1.1	10	0	-5	-6
CN(C)c1cc[n+](CC(=O)Nc2ccc(Cl)cc2)cc1	0	-0.2	-9	-8	1.5	10	2	7	0
Cc1onc(C(=O)Nc2cccc(C(F)(F)F)c2)c1[N+](=O)[O-]	3	0.8	-2	-15	2.0	10	-1	2	-8
O=C(Nc1cc(F)ccc1F)N1CCN(c2ccnc3cc(Cl)ccc23)CC1	15	7.8	-1	22	8.2	-13	11	-3	-19
C/C(=N\n1cnnc1)c1ccc(C#N)cc1	-4	0.9	-2	-1	0.5	7	2	-2	-4
Cc1ccc(N(C(=O)CNC(=O)c2ccco2)C(C(=O)NC2CCCC2)c2cccnc2)cc1 (stereo not drawn)	-7	1.3	-4	-15	-0.1	14	2	-9	-3
O=C(NCc1ccccc1)c1ccc(CN2CCC(Cc3ccccc3)CC2)cc1	-7	x	4	25	x	-17	0	x	x
O=c1[nH]c2ccccc2nc1/C=C(\O)c1cccs1	9	23*	18*	4	29*	-7	28	6	-15
Cc1cc(OC(=O)CNC(=O)OC(C)(C)C)c2c(C)cc(=O)oc2c1	3	0.3	-5	-1	-0.8	4	9	-2	-4
CCCn1c(=O)c2c(c3ccccc31)OC(C)C(=O)N2 (stereo not drawn)	-5	-0.5	0	0	0.8	-9	7	-8	-8
O=C(NC1CCCCC1)c1ccc(S(=O)(=O)c2ccccc2Cl)c([N+](=O)[O-])c1	x	2.8	x	x	5.0	x	x	-15	-10
O=C(Nc1ccc(N2CCN(C(=O)c3cccs3)CC2)cc1)c1ccc([N+](=O)[O-])o1	9	x	1	-11	x	12	10	x	x
COc1ccc(Nc2cc(Nc3ccc(OC)cc3)ncn2)cc1	0	0.3	-3	-11	0.6	8	0	0	-8
CCc1ccccc1Nc1nc(N)nc(CSCC(=O)Nc2ccc(C)c(C)c2)n1	-20	-1.6	-5	-7	0.3	9	8	-2	-13
COc1ccc(CC(=O)Nc2ccc(-c3noc(-c4ccccc4OC)n3)cc2)cc1	19	0.5	-3	11	3.2	-6	7	-12	-6
Cc1cc(C)c(NC(=S)N(Cc2cccnc2)Cc2ccco2)c(C)c1	-2	0.9	-3	-5	-0.4	6	2	-23	-2
COc1ccc(NC(=O)CSCC(=O)N(C)Cc2ccc(Cl)c(Cl)c2)cc1	-6	-2.2	-5	1	2.7	-1	0	-17	-11
O=c1c2ccccc2oc2cc(NCCCn3ccnc3)ccc12	-1	1.1	-10	-5	0.6	6	0	-16	-7
COc1ccc(C2CC(c3cccs3)=NN2C(=O)c2ccccc2)cc1OC (stereo not drawn)	-3	1.4	-3	-3	0.2	1	5	-13	-4
CC(=O)c1cccc(NC(=O)Cn2cnc(S(=O)(=O)N3CCOCC3)c2)c1	x	0.1	-2	-3	-1.1	3	x	-2	-4
COc1ccc(COc2ccsc2C(=O)Nc2ccc(Cl)c(Cl)c2)cc1	-7	0.2	-8	2	0.4	0	2	-8	-1
CCOC(=O)C1CCCN(S(=O)(=O)c2ccc3c(c2)CC(C)N3C(=O)C2CC2)C1 (stereo not drawn)	1	3.5	-2	-4	3.7	-2	-1	-14	-11
Cc1ccc(NC(=O)c2ccc(-n3cncn3)c([N+](=O)[O-])c2)cc1	-1	0.9	-2	-2	1.9	7	15	0	-5
O=C(NCc1ccncc1)c1cccc(Cn2cc(Br)cn2)c1	-4	1.8	-5	97*	2.7	-20	2	-17	-5
COc1ccccc1CNC(=O)Cn1cc2c(n1)CCCC2	-7	-0.7	-3	-6	0.0	2	0	-13	-3
C=CC[C@@H](CC(=O)N[C@H](CO)Cc1ccccc1)C(=O)N[C@H](COC(=O)[C@H](CC=C)CC(=O)OC(C)(C)C)Cc1c[nH]c2ccccc12	34	x	-4	8	x	-4	21	x	x
Cc1ccc(C)c(OCc2cc(C(=O)N3CC[C@@H]4CCCC[C@H]4C3)no2)c1	-19	-1.4	-1	-6	1.0	7	-1	-11	-6
Oc1ccc(Nc2nc3ccccc3nc2Nc2ccc(O)cc2)cc1	x	-1.0	-1	0	0.3	5	x	35*	-15
Cc1occc1C(=O)N/N=C/C=C/c1ccccc1[N+](=O)[O-]	17	0.0	-4	-7	-0.2	0	6	-16	5
COc1ccc(CC(=O)N/N=C/c2ccc(-c3cccc(C(=O)O)c3)o2)cc1OC	-24	-1.7	0	-7	-0.2	5	5	-18	-10
Cc1cc(Cl)ccc1NC(=S)NCC(O)c1ccccc1 (stereo not drawn)	9	3.0	1	-14	2.7	10	6	10	-20
O=C(Nc1cnn(Cc2ccc(F)cc2)c1)c1cnn2c(C(F)F)cc(-c3ccccc3)nc12	-9	0.3	-1	0	0.6	9	-4	-9	-12
CCN(CC)c1ccc(/C=C(\C#N)C(=O)NCc2ccco2)cc1	39	4.3	x	x	5.5	x	22	15	-12
COCCNC(=O)CSc1nc2cc(OC)c(OC)cc2c(=O)n1CCc1ccc(S(N)(=O)=O)cc1	13	0.6	-3	-10	0.0	12	6	12	-17
Cc1ccc(NC(=O)CSc2nnnn2C)cc1S(=O)(=O)N1CCCCC1	-8	x	-1	-3	x	-3	2	x	x
COc1ccccc1/C=C/C(=O)NC(=S)Nc1ccc(S(=O)(=O)N(C)c2ccccc2)cc1	1	1.0	-3	-28	0.7	1	3	-12	-6
CCOc1ccccc1C(=O)NC(C(=O)OCC(=O)Nc1nnc(-c2ccccc2)o1)C(C)C (stereo not drawn)	x	-1.8	-1	-6	-1.1	7	x	-16	0
